High-throughput results as filed in PubChem.
influenza NS1A: H1N1 influenza NS1A inhibitors, functional cell based assay (AID 504329); NS1A functional cell-based assay, percent inhibition; higher % means a stronger effect; one-dose inhibition, % at 12.5 µM; IC50 in µM for titrated hits; actives 0.3% (n = 340,000); in the data active means a potency from the dose series; inconclusive means inhibition above about 27% without an active follow-up result; further: strong numbers were not always called active
tuberculosis growth: growth inhibition of non-replicating M. tuberculosis (AID 488890) | Mycobacterium tuberculosis non-replicating, growth inhibition; higher % means a stronger effect | actives 0.39% (n = 320,000) | inhibition, % at 25 µM, or IC50 in µM where a hit was titrated; in the data active means a potency from the dose series; inconclusive means inhibition mostly from about 82% at the one dose, without a potency; inactive means the rest, 99 in 100 with inhibition below about 76%;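 further: plate controls were DMSO cells for no effect and high antibiotic wells for full effect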
Salmonella PhoP GFP: PhoP regulon inhibitors, Salmonella typhi PhoP promoter GFP reporter, confirmatory (AID 1850) | actives 0.33% (n = 310,000) | inhibition, % at 50 µM, or IC50 in µM where a hit was titrated | Salmonella Typhi PhoP-promoter GFP reporter, fluorescence, 4 h; higher % means a stronger effect; in the data active means a potency from the dose series; inconclusive means inhibition mostly from about 25% at the one dose, without a potency; inactive means the rest, 99 in 100 with inhibition below about 19%;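 further: 0% = induced wells with vehicle and 100% = uninduced wells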
inhibitors of VEEV: inhibitors of VEEV TC-83 cytopathic effect, confirmation, Vero cells (AID 588727). Vero cells, VEEV TC-83 cytopathic effect inhibition; higher % means a stronger effect. actives 0.13% (n = 350,000). inhibition, % at 20 µM, or IC50 in µM where a hit was titrated; in the data active means a potency from the dose series; inconclusive means inhibition mostly from about 14% at the one dose, without a potency; inactive means the rest, 99 in 100 with inhibition below about 12%; further: strong numbers were not always called active
H37Rv inhibition: M. tuberculosis growth inhibition, HTS (AID 449762). actives 0.59% (n = 330,000). inhibition, % at 25 µM; hits with a dose series show IC50 in µM. M. tuberculosis H37Rv growth inhibition, 7H9 media; higher % means a stronger effect; in the data active means a potency from the dose series; inconclusive means inhibition above about 70% without an active follow-up result;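 further: bacterial growth assessed after seven days of incubation; strong numbers were not always called active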
inhibitors of VEEV 10K pilot screen: second read-out of inhibitors of VEEV, no call of its own (marks repeat the call); inhibition, %; measured here: 10K pilot screen inhibition
Numbers without * were called inactive.

What do the screens show for `Cc1nnc(SCC(=O)N(C)C2CCCCC2)n1C`?
influenza NS1A: -3%; tuberculosis growth: -14%; inhibitors of VEEV: 0.2%; H37Rv inhibition: -5%

What do the screens show for `Cc1[nH][nH]c(=O)c1N=Nc1ccc(F)cc1`?
influenza NS1A: -22%; tuberculosis growth: 4%; Salmonella PhoP GFP: -2%; inhibitors of VEEV: inactive; H37Rv inhibition: -5%

Results for Cc1ccccc1OCCn1cc(C(=S)N2CCCC2)c2ccccc21 ?
influenza NS1A: 4%; tuberculosis growth: -8%; Salmonella PhoP GFP: -2%; inhibitors of VEEV: 4.4%; H37Rv inhibition: -8%

What do the screens show for `COc1ccc(Cl)cc1NC(=O)CN(C)C(=O)c1ccc2c(c1)OCCO2`?
influenza NS1A: -1%; tuberculosis growth: 12%; Salmonella PhoP GFP: 1%; inhibitors of VEEV: 9.3%; H37Rv inhibition: 3%

What do the screens show for `CCCCc1nnc(NC(=O)CN(C)S(=O)(=O)c2ccc(C)cc2)s1`?
influenza NS1A: -5%; tuberculosis growth: -3%; Salmonella PhoP GFP: -9%; inhibitors of VEEV: 1.1%; H37Rv inhibition: -4%

How did CCCCCC(=O)N1CC2(CC(c3cccc(NC(=O)COc4ccc(Cl)cc4)c3)=NO2)C[C@@H]1C(N)=O (some centres not stated) do in these assays?
influenza NS1A: 5%; tuberculosis growth: 22%; Salmonella PhoP GFP: 14%; inhibitors of VEEV: 3.6%; H37Rv inhibition: 1%

Results for Cc1ccc(C(=O)Cc2nnc(C)s2)cc1 ?
influenza NS1A: -8%; tuberculosis growth: 29%; Salmonella PhoP GFP: -2%; inhibitors of VEEV: 0.8%; H37Rv inhibition: 4%

What do the screens show for `COc1cccc(Cn2cccc(NC(=O)NC3CCCCC3)c2=O)c1`?
influenza NS1A: 1%; tuberculosis growth: 41%; Salmonella PhoP GFP: -1%; inhibitors of VEEV: inactive; H37Rv inhibition: -7%

How did COc1ccc(NC(=O)CSc2n[nH]c(N)n2)c([N+](=O)[O-])c1 do in these assays?
influenza NS1A: 2%; tuberculosis growth: 0%; Salmonella PhoP GFP: 1%; inhibitors of VEEV: 0.4%; H37Rv inhibition: 0%

How did CCOC(=O)C1C(=O)C(=O)N(C(C)C)C1C(=O)OCC (configuration not stated) do in these assays?
influenza NS1A: 2%; inhibitors of VEEV: inactive

How did Cc1cc(O)c(C2(C(F)(F)F)NCCNC2=O)cc1C (configuration not stated) do in these assays?
influenza NS1A: -5%; tuberculosis growth: 3%; Salmonella PhoP GFP: -3%; inhibitors of VEEV: 0.7%; H37Rv inhibition: -5%

What do the screens show for `COc1cc(OC)cc(C(=O)NNC(=O)CNC(=O)c2ccc(Br)o2)c1`?
influenza NS1A: -7%; tuberculosis growth: 1%; Salmonella PhoP GFP: -6%; inhibitors of VEEV: 8.2%; H37Rv inhibition: -7%

What do the screens show for `CC1(C)Oc2ccc3ccc(=O)oc3c2C(/C=N/O)=C1Cl`?
influenza NS1A: -10%; tuberculosis growth: 2%; Salmonella PhoP GFP: -1%; inhibitors of VEEV: 0.3%; H37Rv inhibition: 5%

What do the screens show for `COc1ccc(-c2cn(-c3cccc(C)c3)c(=O)[nH]2)cc1OC`?
influenza NS1A: 8%; tuberculosis growth: 10%; Salmonella PhoP GFP: 2%; inhibitors of VEEV: 5.1%; H37Rv inhibition: 3%; inhibitors of VEEV 10K pilot screen: 1.5

Results for COc1ccc(NC(=O)c2ccc(C(=O)Nc3ccc(OC)cc3OC)cc2)c(OC)c1 ?
influenza NS1A: -5%; tuberculosis growth: 12%; Salmonella PhoP GFP: 11%; inhibitors of VEEV: 0.5%; H37Rv inhibition: 11%

A draw from above in order of molar mass, smallest number first:
What do the screens show for `Cc1[nH][nH]c(=O)c1N=Nc1ccc(F)cc1`?
influenza NS1A: -22%; tuberculosis growth: 4%; Salmonella PhoP GFP: -2%; inhibitors of VEEV: inactive; H37Rv inhibition: -5%

What do the screens show for `Cc1nnc(SCC(=O)N(C)C2CCCCC2)n1C`?
influenza NS1A: -3%; tuberculosis growth: -14%; inhibitors of VEEV: 0.2%; H37Rv inhibition: -5%

How did Cc1cc(O)c(C2(C(F)(F)F)NCCNC2=O)cc1C (configuration not stated) do in these assays?
influenza NS1A: -5%; tuberculosis growth: 3%; Salmonella PhoP GFP: -3%; inhibitors of VEEV: 0.7%; H37Rv inhibition: -5%

What do the screens show for `COc1ccc(-c2cn(-c3cccc(C)c3)c(=O)[nH]2)cc1OC`?
influenza NS1A: 8%; tuberculosis growth: 10%; Salmonella PhoP GFP: 2%; inhibitors of VEEV: 5.1%; H37Rv inhibition: 3%; inhibitors of VEEV 10K pilot screen: 1.5

How did COc1ccc(NC(=O)CSc2n[nH]c(N)n2)c([N+](=O)[O-])c1 do in these assays?
influenza NS1A: 2%; tuberculosis growth: 0%; Salmonella PhoP GFP: 1%; inhibitors of VEEV: 0.4%; H37Rv inhibition: 0%

What do the screens show for `CCCCc1nnc(NC(=O)CN(C)S(=O)(=O)c2ccc(C)cc2)s1`?
influenza NS1A: -5%; tuberculosis growth: -3%; Salmonella PhoP GFP: -9%; inhibitors of VEEV: 1.1%; H37Rv inhibition: -4%

Going on with the list.
What do the screens show for `CCCCONc1ncnc2nonc12`?
influenza NS1A: -2%; tuberculosis growth: -17%; Salmonella PhoP GFP: 2%; inhibitors of VEEV: 1.4%; H37Rv inhibition: 4%

What do the screens show for `CC(=O)NC(=S)Nc1cccc2c(C)cc(C)nc12`?
influenza NS1A: 5%; tuberculosis growth: 47%; Salmonella PhoP GFP: -9%; inhibitors of VEEV: 0.5%; H37Rv inhibition: 14%

How did Cc1cc(C)cc(NC(=O)Nc2ccc(N3CCCCC3)cc2)c1 do in these assays?
tuberculosis growth: -7%; Salmonella PhoP GFP: 2%; inhibitors of VEEV: 0.9%; H37Rv inhibition: 2%

Results for O=c1cnn(Cc2c(Cl)cccc2Cl)c2ccccc12 ?
influenza NS1A: -6%; tuberculosis growth: 31%; Salmonella PhoP GFP: 16%; inhibitors of VEEV: 1.2%; H37Rv inhibition: 4%

What do the screens show for `COc1ccccc1NC(CC(=O)c1ccccc1)C(=O)OCC(=O)c1ccc(F)cc1` (configuration not stated)?
influenza NS1A: -9%; tuberculosis growth: 79%; Salmonella PhoP GFP: -3%; inhibitors of VEEV: 1.5%; H37Rv inhibition: inconclusive

How did CCOc1ccc(-c2cc(CCCC(=O)NCCCOC)no2)cc1 do in these assays?
influenza NS1A: -15%; tuberculosis growth: 62%; Salmonella PhoP GFP: -5%; inhibitors of VEEV: inactive; H37Rv inhibition: -1%

How did Cc1ccccc1NCN1C(=O)C2C3C=CC(C3)C2C1=O (configuration not stated) do in these assays?
influenza NS1A: 5%; tuberculosis growth: -3%; Salmonella PhoP GFP: -3%; inhibitors of VEEV: 2.3%; H37Rv inhibition: 0%

What do the screens show for `C#CCOc1ccc(CNC[C@H]2O[C@@H](n3cnc4c(N)ncnc43)[C@H](O)[C@@H]2O)cc1`?
influenza NS1A: -2%; tuberculosis growth: -12%; inhibitors of VEEV: 1.1%; H37Rv inhibition: -1%

What do the screens show for `CCOC(=O)C(NCc1ccco1)(NC(=O)c1ccccc1)C(F)(F)F` (configuration not stated)?
influenza NS1A: -5%; tuberculosis growth: -14%; Salmonella PhoP GFP: 6%; inhibitors of VEEV: 0.3%; H37Rv inhibition: -2%

How did CC(C)Cc1nnc(NC(=O)c2ccc3c(c2)OCCO3)s1 do in these assays?
influenza NS1A: -4%; tuberculosis growth: 40%; inhibitors of VEEV: 5.7%; H37Rv inhibition: 17%

Results for CCOc1ccc(-n2c(-c3ccccc3)nnc2-c2ccccc2)cc1 ?
influenza NS1A: 1%; tuberculosis growth: -8%; Salmonella PhoP GFP: 7%; inhibitors of VEEV: inactive; H37Rv inhibition: 1%

Results for Cc1ccc(C2(C)NC(=O)N(CC(=O)N(Cc3ccccc3)C(C)(C)C)C2=O)cc1 (configuration not stated) ?
influenza NS1A: 3%; tuberculosis growth: 21%; Salmonella PhoP GFP: -21%; inhibitors of VEEV: 2.5%; H37Rv inhibition: 4%

What do the screens show for `O=C(Nc1cc([N+](=O)[O-])ccc1N1CCOCC1)c1ccco1`?
influenza NS1A: 8%; tuberculosis growth: 2%; Salmonella PhoP GFP: -9%; inhibitors of VEEV: 1.2%; H37Rv inhibition: 4%

How did CCN(Cc1ccccc1)S(=O)(=O)c1ccc(C(=O)N(CCCN(C)C)c2nc3c(C)c(C)ccc3s2)cc1 do in these assays?
influenza NS1A: 19%; tuberculosis growth: 75%; Salmonella PhoP GFP: -2%; inhibitors of VEEV: 13%; H37Rv inhibition: inconclusive

How did Cc1ccc(C)c(CSCc2nc3ccccc3[nH]2)c1 do in these assays?
influenza NS1A: -11%; tuberculosis growth: 11%; Salmonella PhoP GFP: 9%; inhibitors of VEEV: 0.5%; H37Rv inhibition: -5%

What do the screens show for `C=CCN(C(=O)Cn1nnc2ccccc21)C(C(=O)NCCOC)c1ccc(OC)cc1OC` (configuration not stated)?
influenza NS1A: 27%; tuberculosis growth: -4%; Salmonella PhoP GFP: -1%; inhibitors of VEEV: 0.7%; H37Rv inhibition: -2%

Results for Cc1ccc2nc(C)cc(Nc3ccc4c(c3)OCCO4)c2c1 ?
influenza NS1A: 24%; tuberculosis growth: 34%; Salmonella PhoP GFP: 19%; inhibitors of VEEV: 7.8%; H37Rv inhibition: 13%

How did CC(=O)Oc1cccc(C2C3=C(CC(C)(C)CC3=O)Nc3ccccc3N2C(C)=O)c1 (configuration not stated) do in these assays?
influenza NS1A: -3%; tuberculosis growth: 6%; Salmonella PhoP GFP: -5%; inhibitors of VEEV: 0.4%; H37Rv inhibition: -2%

How did O=C1/C(=C/c2ccc3c(c2)OCO3)CCC/C1=C\c1ccc2c(c1)OCO2 do in these assays?
influenza NS1A: 19%; tuberculosis growth: 59%; Salmonella PhoP GFP: -7%; inhibitors of VEEV: 0.5%; H37Rv inhibition: -5%

Results for COc1ccc(C(=O)COC(=O)CNC(=O)c2ccc(C)s2)c(OC)c1 ?
influenza NS1A: -12%; tuberculosis growth: 2%; inhibitors of VEEV: 2.9%; H37Rv inhibition: 3%

Results for O=C(Nc1ccc2cn[nH]c2c1)c1ccccc1F ?
influenza NS1A: -3%; tuberculosis growth: 3%; Salmonella PhoP GFP: -3%; inhibitors of VEEV: 2.6%; H37Rv inhibition: -2%

How did CCOC(=O)C1CCN(C(=O)COc2ccc(S(=O)(=O)NC(C)C)cc2Cl)CC1 do in these assays?
influenza NS1A: -1%; tuberculosis growth: -8%; Salmonella PhoP GFP: 3%; inhibitors of VEEV: inactive; H37Rv inhibition: -1%

How did CC1CC(C)CN(CCCNC(=O)c2ccc(CS(=O)(=O)Cc3ccccc3F)o2)C1 (configuration not stated) do in these assays?
influenza NS1A: 4%; tuberculosis growth: 26%; Salmonella PhoP GFP: 3%; inhibitors of VEEV: 1.1%; H37Rv inhibition: -12%

What do the screens show for `O=C1CCCC2=C1C(c1cccs1)Nc1ccccc1N2` (configuration not stated)?
influenza NS1A: 1%; tuberculosis growth: -3%; Salmonella PhoP GFP: -3%; inhibitors of VEEV: 1.4%; H37Rv inhibition: 0%

What do the screens show for `O=C(N/N=C/c1cccs1)[C@H]1C[C@@H]1c1ccccc1`?
influenza NS1A: 2%; tuberculosis growth: 6%; Salmonella PhoP GFP: 7%; inhibitors of VEEV: 1.4%; H37Rv inhibition: -6%

Results for CC(C)N(CCNCc1nnc(-c2ccccc2)o1)C(C)C ?
influenza NS1A: -7%; tuberculosis growth: 0%; Salmonella PhoP GFP: -14%; inhibitors of VEEV: 1.8%; H37Rv inhibition: -2%

Results for CC(C)(C)c1ccc(C(=O)NC(=S)Nc2ccc(N3CCOCC3)cc2)cc1 ?
influenza NS1A: -3%; tuberculosis growth: inconclusive; Salmonella PhoP GFP: -5%; inhibitors of VEEV: 0.6%; H37Rv inhibition: 3%

What do the screens show for `C[C@H](NC(=O)[C@@H]1CSC2c3ccccc3C(=O)N21)C(=O)NCCc1ccc(F)cc1` (some centres not stated)?
influenza NS1A: -5%; tuberculosis growth: -13%; Salmonella PhoP GFP: 9%; inhibitors of VEEV: 0.9%; H37Rv inhibition: -3%

How did CCOc1ccc(NC(=O)CN(C)C(=O)CC2CC3CCC2C3)cc1OCC (configuration not stated) do in these assays?
influenza NS1A: 11%; tuberculosis growth: 1%; Salmonella PhoP GFP: -2%; inhibitors of VEEV: 4.1%; H37Rv inhibition: -24%

Hits appear at their usual frequency; about 1.4% have a hit in one of these screens.
